TEAD-YAP block = TEAD-YAP interaction inhibition, primary screen, TEAD-YAP interaction inhibitor project, luminescence, HEK-TIYL cells; TEAD-Gal4/YAP UAS-luciferase luminescence; inhibition, % at 9.12 µM; 640,000 compounds, 1.4% hits; AID 1259422, 2018; in the data active = inhibition above about 32%;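 also: 0% = median of test compound wells and 100% = reference inhibitor wells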
MITF inh = MITF inhibitors, primary screen, biochemical, AlphaScreen, human; AlphaScreen MITF homodimerization, bead proximity signal; inhibition, % at 2.6 µM; 650,000 compounds, 0.91% hits; in the data active = inhibition above about 50%;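 also: 0% = vehicle wells with protein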
Target sequence (O75030 whole entry, looked up): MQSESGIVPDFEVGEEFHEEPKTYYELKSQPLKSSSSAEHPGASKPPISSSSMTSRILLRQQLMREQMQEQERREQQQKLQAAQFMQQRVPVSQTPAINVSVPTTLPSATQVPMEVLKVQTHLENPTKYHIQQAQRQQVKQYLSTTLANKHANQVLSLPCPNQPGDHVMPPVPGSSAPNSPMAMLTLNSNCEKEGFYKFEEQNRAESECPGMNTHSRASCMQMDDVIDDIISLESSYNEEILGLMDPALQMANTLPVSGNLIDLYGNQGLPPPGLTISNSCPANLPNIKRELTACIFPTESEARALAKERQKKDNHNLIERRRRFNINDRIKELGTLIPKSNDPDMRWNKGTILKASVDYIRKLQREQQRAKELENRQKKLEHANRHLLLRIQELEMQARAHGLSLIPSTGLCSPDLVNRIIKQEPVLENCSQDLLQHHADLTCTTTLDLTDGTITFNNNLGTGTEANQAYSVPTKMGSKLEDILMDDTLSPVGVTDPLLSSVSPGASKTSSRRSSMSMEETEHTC
GPR151 activ = activators of human GPR151, primary screen, cell-based, PathHunter beta-arrestin, luminescence. AID 1508602, 2020. 650,000 compounds, 1% hits. activation, % at 11.2 µM. PathHunter beta-arrestin GPR151 cells; in the data active = activation above about 4.9%;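 also: 0% = median of compound wells and 100% = cells with positive control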
Target sequence (Q8TDV0 whole entry, looked up): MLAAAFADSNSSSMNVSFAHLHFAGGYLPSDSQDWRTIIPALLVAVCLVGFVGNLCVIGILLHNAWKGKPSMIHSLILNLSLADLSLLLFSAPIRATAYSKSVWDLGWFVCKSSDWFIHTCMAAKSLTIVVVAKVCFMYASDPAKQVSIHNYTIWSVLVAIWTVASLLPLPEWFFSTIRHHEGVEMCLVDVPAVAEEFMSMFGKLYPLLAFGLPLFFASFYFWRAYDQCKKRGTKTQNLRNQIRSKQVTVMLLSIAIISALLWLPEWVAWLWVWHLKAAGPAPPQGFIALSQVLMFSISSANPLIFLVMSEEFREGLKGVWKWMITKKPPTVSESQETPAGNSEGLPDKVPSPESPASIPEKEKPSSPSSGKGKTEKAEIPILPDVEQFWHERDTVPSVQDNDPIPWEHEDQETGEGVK
FBW7 act = FBW7 E3 ligase activators, primary screen, biochemical, AlphaScreen, human. F-box/WD repeat-containing protein 7 (Homo sapiens), Q969H0. AlphaScreen FBW7–phospho-cyclin E peptide binding, activator screen. normalized activity (activation), % at 26.1 µM. 650,000 compounds, 0.13% hits. AID 1259310, 2017; in the data active = normalized activity above about 1.9%;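 also: purified mutant Fbw7 with reduced substrate affinity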
Active calls of the source: *.

Screening O=C(CSc1nnc(NC(=O)C2CC2)s1)NC(c1ccccc1)c1ccccc1 returned TEAD-YAP block 3, MITF inh 7, GPR151 activ 0.7 and FBW7 act -0.1.
Screening Cc1cc(S(=O)(=O)n2ccnc2)c(Cl)cc1Cl returned TEAD-YAP block -5, MITF inh 3, GPR151 activ 0.9 and FBW7 act -0.1.
CCOc1ccc(NC(=O)CSc2nc3ccccc3c(=O)n2CCCN2CCCC2=O)cc1 was read as TEAD-YAP block -1, MITF inh 3, GPR151 activ -1.7 and FBW7 act -0.1.
`O=C(Cn1nc2n(Cc3ccc(F)cc3)c3ccccc3n2c1=O)NC1CC1` gave TEAD-YAP block -4, MITF inh 10, GPR151 activ 0.4 and FBW7 act 0.2.
CCOc1ccc(C2CC(c3ccccc3)Nc3ncnn32)cc1 (stereo unspecified) was read as TEAD-YAP block -2, MITF inh 9, GPR151 activ -0.2 and FBW7 act -0.3.
For CCOC(=O)C1=C(C)N=C2SCCC(=O)N2C1c1ccccc1F (stereo unspecified) the results were TEAD-YAP block 4, MITF inh -16, GPR151 activ 0.5 and FBW7 act -0.2.
c1ccc(C2CSc3c4ncnc-4ncn32)cc1 (stereo unspecified) was read as TEAD-YAP block -11, MITF inh 4, GPR151 activ 1.1 and FBW7 act -0.1.
`COc1cc(C2/C(=C(/O)c3ccc(C)cc3)C(=O)C(=O)N2c2cccnc2)ccc1O` (stereo unspecified) gave TEAD-YAP block 1, MITF inh -16, GPR151 activ 0.0 and FBW7 act 0.0.
Screening COCc1n[nH]c(=S)n1-c1ccccc1 returned TEAD-YAP block -11, MITF inh -10, GPR151 activ 1.0 and FBW7 act 0.0.
Screening CC(C)=C1C2CCC1C1C(=O)N(c3cccc([N+](=O)[O-])c3)C(=O)C21 (stereo unspecified) returned TEAD-YAP block 1, MITF inh 7, GPR151 activ 1.1 and FBW7 act 0.1.
O=C1/C(=C/c2ccccc2)Oc2c1ccc(O)c2CN1CCN(CCO)CC1 was read as TEAD-YAP block 10, MITF inh 10, GPR151 activ 0.4 and FBW7 act 0.1.
COc1cccc(CN2CCN(Cc3ccc4c(NC(C)=O)cccc4n3)CC2CCO)c1 (stereo unspecified) was read as TEAD-YAP block -4, MITF inh -6, GPR151 activ -0.5 and FBW7 act -0.1.

Reprinted at random: 3 records from the list, in no set order.
Screening CC(C)=C1C2CCC1C1C(=O)N(c3cccc([N+](=O)[O-])c3)C(=O)C21 (stereo unspecified) returned TEAD-YAP block 1, MITF inh 7, GPR151 activ 1.1 and FBW7 act 0.1.
For CCOC(=O)C1=C(C)N=C2SCCC(=O)N2C1c1ccccc1F (stereo unspecified) the results were TEAD-YAP block 4, MITF inh -16, GPR151 activ 0.5 and FBW7 act -0.2.
Screening O=C(CSc1nnc(NC(=O)C2CC2)s1)NC(c1ccccc1)c1ccccc1 returned TEAD-YAP block 3, MITF inh 7, GPR151 activ 0.7 and FBW7 act -0.1.

For reference, part of the list above:
Screening O=C(CSc1nnc(NC(=O)C2CC2)s1)NC(c1ccccc1)c1ccccc1 returned TEAD-YAP block 3, MITF inh 7, GPR151 activ 0.7 and FBW7 act -0.1.
Screening Cc1cc(S(=O)(=O)n2ccnc2)c(Cl)cc1Cl returned TEAD-YAP block -5, MITF inh 3, GPR151 activ 0.9 and FBW7 act -0.1.

(list continues)
`CCN(CC)C(=O)C1CCCN(c2nc(NC3CC3)c3ncn(-c4ccsc4)c3n2)C1` (stereo unspecified) gave TEAD-YAP block 9, MITF inh 10, GPR151 activ -0.6 and FBW7 act -0.1.
Screening O=C(Nc1ccc(Cl)cc1Cl)c1cc2nc3c(c(C(F)(F)F)n2n1)CCc1ccccc1-3 returned TEAD-YAP block -9, MITF inh 9, GPR151 activ 1.8 and FBW7 act 0.0.
For COc1cccc(-c2ccccc2NC(=O)C2CCN(Cc3nccs3)CC2)c1 the results were TEAD-YAP block 4, MITF inh 9, GPR151 activ 1.0 and FBW7 act 0.0.
For COc1ccc(-c2ccc(C(=O)NCc3nc4ccccc4[nH]3)s2)cc1 the results were TEAD-YAP block 4, MITF inh 17, GPR151 activ -2.5 and FBW7 act 0.0.
For NC(=O)COc1ccc2c(=O)c(-c3ccc(Br)cc3)coc2c1 the results were TEAD-YAP block -50, MITF inh -7, GPR151 activ -1.2 and FBW7 act 0.1.
For Cc1ccc(NC(=O)O/N=C\c2ccc(N(C)C)cc2)cc1 the results were TEAD-YAP block 34*, MITF inh -21, GPR151 activ 0.9 and FBW7 act -0.1.
O=C(CC1(O)C(=O)N(CCc2ccccc2)c2ccccc21)c1ccc2c(c1)CCCC2 (stereo unspecified) was read as TEAD-YAP block 5, MITF inh 15, GPR151 activ 1.5 and FBW7 act 0.9.
Screening CCCCOc1ccc(C(=O)Nc2nc(-c3ccc(OC)cc3OC)cs2)cc1 returned TEAD-YAP block -1, MITF inh -12, GPR151 activ 0.6 and FBW7 act 0.3.
O=C1CCCC2=C1C(c1ccccc1[N+](=O)[O-])n1c(nc3ccccc31)N2 (stereo unspecified) was read as TEAD-YAP block -8, MITF inh 1, GPR151 activ -1.9 and FBW7 act -0.1.
`O=C(Nc1ccc2ncsc2c1)c1ccc2c(c1)OCCO2` gave TEAD-YAP block 86*, MITF inh 3, GPR151 activ -8.2 and FBW7 act 0.1.
CC(=O)Nc1ccc(C(=O)NCC(c2ccccc2)c2c[nH]c3ccccc23)cc1 (stereo unspecified) was read as TEAD-YAP block 11, MITF inh 0, GPR151 activ 0.2 and FBW7 act -0.2.
`CCC1(CC)Cc2ccccc2C2=C(C(=O)N3CCCCCC3)C(=O)C(=O)N21` gave TEAD-YAP block 2, MITF inh 4, GPR151 activ -0.9 and FBW7 act 0.5.
`CC(=O)c1cc(CN2CCN(CCc3ccccc3)C(CCO)C2)cs1` (stereo unspecified) gave TEAD-YAP block -9, MITF inh 19, GPR151 activ -2.0 and FBW7 act 0.1.
For Cc1ccc2nc(NC(=O)CSC(=N)N)sc2c1 the results were TEAD-YAP block -5, MITF inh 4, GPR151 activ -1.0 and FBW7 act -0.4.
CCCCNC(=O)c1nn2c(C(F)(F)F)cc(-c3ccccc3)nc2c1Br was read as TEAD-YAP block -4, MITF inh 2, GPR151 activ 1.3 and FBW7 act 0.1.
For Cc1cc(Oc2cc(C#N)c3ccccc3n2)ccc1Cl the results were TEAD-YAP block -15, MITF inh 2, GPR151 activ -0.5 and FBW7 act 0.1.
COc1cc(CN2CCN(Cc3ccccc3)CC2)c([N+](=O)[O-])cc1OC was read as TEAD-YAP block 5, MITF inh 4, GPR151 activ 0.7 and FBW7 act 0.0.
CCCCC(CC)CNC(=O)CCS(=O)(=O)c1cccc2nonc12 (stereo unspecified) was read as TEAD-YAP block 9, MITF inh 8, GPR151 activ 0.8 and FBW7 act 0.1.
For C/C(=N\Nc1ccc([N+](=O)[O-])cc1[N+](=O)[O-])c1ccco1 the results were TEAD-YAP block 3, MITF inh 12, GPR151 activ 1.1 and FBW7 act -0.3.
For CCOC(=O)NC1CC2(CCCC2)Oc2ccccc21 (stereo unspecified) the results were TEAD-YAP block 13, MITF inh -3, GPR151 activ -0.1 and FBW7 act -0.1.
Cc1cccc(C)c1OCC(=O)Nc1ccc(F)cc1F was read as TEAD-YAP block -6, MITF inh 0, GPR151 activ 0.4 and FBW7 act -0.1.
For COc1ccc(/C=N/NC(=O)COc2ccccc2C)cc1O the results were TEAD-YAP block -1, MITF inh 15, GPR151 activ -0.8 and FBW7 act 0.3.
For NS(=O)(=O)c1ccc(N/N=C/c2ccc(OC(F)F)cc2)cc1 the results were TEAD-YAP block -21, MITF inh 4, GPR151 activ -0.7 and FBW7 act -0.1.
CC(=O)Oc1ccc(C2Nc3c(C(=O)c4ccccc4)cc(Cl)cc3C3C=CCC32)cc1 (stereo unspecified) was read as TEAD-YAP block 5, MITF inh 2, GPR151 activ -0.2 and FBW7 act -0.1.
CC1Cc2cc(/C=C3\N=C(c4cccs4)OC3=O)ccc2O1 (stereo unspecified) was read as TEAD-YAP block 2, MITF inh 10, GPR151 activ -0.8 and FBW7 act 0.2.
Screening CN(C)c1cccc(Nc2cc(C(=O)NCCOc3ccccc3)c3ccccc3n2)c1 returned TEAD-YAP block 3, MITF inh 10, GPR151 activ -1.4 and FBW7 act -0.2.
CCOc1cc(/C=C2/C(=N)N3N=C(C)SC3=NC2=O)ccc1OCCOc1ccccc1Cl was read as TEAD-YAP block 8, MITF inh -1, GPR151 activ -0.1 and FBW7 act -0.1.
`COc1ccc(COC(=O)C2=C(C)NC3=C(C(=O)CCC3)C2c2cc(OC)c(OC)c(OC)c2)cc1` (stereo unspecified) gave TEAD-YAP block 10, MITF inh 14, GPR151 activ 0.0 and FBW7 act 0.7.
O=C(OCc1ccc([N+](=O)[O-])cc1)c1ccc(N2CCCC2)c([N+](=O)[O-])c1 was read as TEAD-YAP block 3, MITF inh 3, GPR151 activ -0.2 and FBW7 act 0.1.
For O=C(NNC(=O)[C@H]1C[C@H]1c1ccccc1)c1cccs1 the results were TEAD-YAP block 5, MITF inh 11, GPR151 activ -0.5 and FBW7 act 0.1.
`CC(CCc1ccccc1)NC(=O)NCc1noc2ccccc12` (stereo unspecified) gave TEAD-YAP block 6, MITF inh 1, GPR151 activ 1.8 and FBW7 act 0.1.
Screening CC1CCCCC1NC(=O)/C(C#N)=C/c1ccncc1 (stereo unspecified) returned TEAD-YAP block 0, MITF inh -16, GPR151 activ -1.8 and FBW7 act 0.1.
`COc1ccc(NC(=O)CSc2nc(C3CC3)nc3c2c(=O)n(C)c(=O)n3C)c(OC)c1` gave TEAD-YAP block 6, MITF inh -12, GPR151 activ 0.8 and FBW7 act 0.1.
CCCN(CCC)C(=O)c1cc2cccc(OC)c2oc1=O was read as TEAD-YAP block 3, MITF inh 2, GPR151 activ 2.6 and FBW7 act 0.0.
Screening COCCn1c(=S)[nH]c2cc(C(=O)NCc3ccc(F)cc3)ccc2c1=O returned TEAD-YAP block 1, MITF inh -4, GPR151 activ -0.8 and FBW7 act -0.1.
`O=C(NCC(c1cccnc1)N1CCc2ccccc2C1)c1cccc([N+](=O)[O-])c1` (stereo unspecified) gave TEAD-YAP block 3, MITF inh 0, GPR151 activ 0.4 and FBW7 act 0.0.
`CCCOCC1OC2OC(C)(C)OC2C2OC(C)(C)OC12` (stereo unspecified) gave TEAD-YAP block -16, MITF inh -4, GPR151 activ 0.2 and FBW7 act 0.0.
CCCCC(C(=O)Nc1ccccc1OC)N1C(=O)C2C3c4ccccc4C(c4ccccc43)C2C1=O (stereo unspecified) was read as TEAD-YAP block 2, MITF inh 14, GPR151 activ 0.0 and FBW7 act 0.7.
Screening N=c1nc(N)nc2n1NC(c1ccccc1)=CS2 returned TEAD-YAP block -92, MITF inh 4, GPR151 activ -1.5 and FBW7 act 0.1.
For CCOc1ccc2[nH]c(C)c(CN3CCOCC3)c(=O)c2c1 the results were TEAD-YAP block 2, MITF inh 14, GPR151 activ -0.6 and FBW7 act 0.6.
Screening CC1=C(C(=O)OC2CCCC2)C(c2ccccn2)C2=C(CC(c3ccccc3)CC2=O)N1 (stereo unspecified) returned TEAD-YAP block 11, MITF inh 1, GPR151 activ 2.6 and FBW7 act 0.0.
`C/C(N)=C(/C#N)C(=O)COC(=O)c1ccc(C#N)cc1` gave TEAD-YAP block 0, MITF inh -3, GPR151 activ -0.4 and FBW7 act 0.0.
CC(C)C(C)(C#N)NC(=O)CSc1nc(N)cc(=O)[nH]1 (stereo unspecified) was read as TEAD-YAP block -2, MITF inh 2, GPR151 activ 2.0 and FBW7 act 0.1.
Oc1cccc(N=Cc2cccc(O)c2O)c1 was read as TEAD-YAP block -2, MITF inh -8, GPR151 activ 0.7 and FBW7 act 0.0.
For COc1ccccc1-n1cc(CNC(=O)CN2Cc3ccccc3OC(C)C2)cn1 (stereo unspecified) the results were TEAD-YAP block 5, MITF inh 14, GPR151 activ -1.5 and FBW7 act 0.5.
For c1ccc(CN(Cc2ccco2)Cc2nnnn2C2CCCCC2)cc1 the results were TEAD-YAP block 7, MITF inh 9, GPR151 activ -0.3 and FBW7 act 1.1.

Screening data (PubChem)
